From PubChem BioAssay
Diaphorase act: counter-screen for diaphorase-based assays: diaphorase activators and chemical reducers. AID 1229. activation factor at 20 µM. Diaphorase/resazurin coupled assay, resorufin fluorescence, 16 min; hits give high values; 1 = vehicle wells, 0 = NADH-free wells. 190,000 tested, 0.005% active;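 active = diaphorase activity raised at least twofold by the compound at 20 µM; inactive = activation factor below 2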
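Test system: Clostridium kluyveri diaphorase, purified enzyme; input: enzyme 0.07 U/mL final; buffer or medium: 50 mM HEPES pH 7.4 with 4.542 mM MgCl2, 0.005% Tween 20; also added: 0.114 mM NADH and 0.1 mM resazurin, final amounts; schedule: 16 min enzyme reaction, ambient temperature; technique: fluorescence of resorufin, 544 nm excitation, 590 nm emission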
Lmaj promast: Leishmania major promastigote growth inhibition | Leishmania major promastigotes, resazurin fluorescence viability | inhibition, % at 10 µM | 200,000 tested, 9% active; in the data active = inhibition above about 50%;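 note: promastigotes grown with compound for 44 hours at 28 °C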
bIAP inh: blocks bovine intestinal alkaline phosphatase activity. 190,000 tested, under 10 active. inhibition, % at 20 µM. AID 1019. purified bovine IAP, CDP-star luminescence, 30 min;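 active = over 50% inhibition of intestinal alkaline phosphatase at 20 µM in the single-dose screen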
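System: purified bovine intestinal alkaline phosphatase (IAP) enzyme; Input: IAP diluted 1/65,000,000 in the well; Measured by: CDP-star luminescence signal; Compound dosing: 20 µM single dose; Incubation: 30 min reaction at room temperature.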
PMI act: increases human mannose-6-phosphate isomerase activity; 190,000 tested, 0.005% active; activation factor at 20 µM; purified human PMI, coupled resazurin fluorescence, 20 min; hits give high values; 1 = vehicle control, 0 substrate-free wells;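 active = activation factor of 2 or more at 20 µM, relative to plate controls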
Target sequence (P34949 whole entry, looked up): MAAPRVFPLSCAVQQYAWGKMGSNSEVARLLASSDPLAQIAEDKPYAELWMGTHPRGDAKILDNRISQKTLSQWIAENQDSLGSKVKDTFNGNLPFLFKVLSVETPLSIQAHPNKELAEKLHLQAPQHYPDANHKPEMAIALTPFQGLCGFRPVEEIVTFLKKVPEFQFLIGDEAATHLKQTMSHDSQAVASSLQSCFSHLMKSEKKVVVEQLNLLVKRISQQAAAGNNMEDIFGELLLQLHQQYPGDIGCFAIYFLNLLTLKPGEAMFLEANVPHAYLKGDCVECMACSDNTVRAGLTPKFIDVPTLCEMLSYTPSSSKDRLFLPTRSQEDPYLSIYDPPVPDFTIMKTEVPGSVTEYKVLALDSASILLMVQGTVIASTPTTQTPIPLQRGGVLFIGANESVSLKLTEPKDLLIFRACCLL
TNAP act hi DEA: TNAP (human) activation, high acceptor; P05186; purified TNAP, CDP-star luminescence, 1 M DEA, 30 min; hits give high values; 0 = EDTA background, 1 = DMSO-only activity; activation factor at 20 µM; 200,000 tested, under 10 active; AID 1136;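 active = activation factor at least 2 at 20 µM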
Target sequence (P05186 whole entry, looked up): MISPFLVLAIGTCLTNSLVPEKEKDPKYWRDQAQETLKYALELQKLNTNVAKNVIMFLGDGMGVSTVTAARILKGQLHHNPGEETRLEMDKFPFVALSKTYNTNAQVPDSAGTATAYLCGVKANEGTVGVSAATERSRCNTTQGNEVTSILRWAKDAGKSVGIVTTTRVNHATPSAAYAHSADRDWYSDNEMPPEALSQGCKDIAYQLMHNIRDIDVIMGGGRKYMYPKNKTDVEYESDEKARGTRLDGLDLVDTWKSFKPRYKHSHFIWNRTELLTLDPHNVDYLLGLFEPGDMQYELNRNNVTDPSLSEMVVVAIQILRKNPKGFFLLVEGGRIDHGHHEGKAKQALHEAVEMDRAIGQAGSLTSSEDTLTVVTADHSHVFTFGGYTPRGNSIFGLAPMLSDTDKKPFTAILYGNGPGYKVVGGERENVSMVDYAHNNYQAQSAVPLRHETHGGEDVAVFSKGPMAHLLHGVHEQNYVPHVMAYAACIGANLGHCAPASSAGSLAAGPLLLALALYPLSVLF
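Assay system: human TNAP; Input: enzyme diluted 1/800 final; Reagent: CDP-star luminogenic substrate at 100 µM final; Timing: 30 min, room temperature; Signal: luminescence; Evaluation: TNAP activation factor scaled between EDTA and DMSO control wells.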
TNAP inh hiacc: blocks human TNAP under high phosphate acceptor concentration; AID 1135; purified TNAP, CDP-star luminescence, 1 M DEA; inhibition, % at 20 µM; 200,000 tested, 0.03% active; P05186;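 active = over 50% inhibition of tissue-nonspecific alkaline phosphatase at 20 µM in the single-dose screen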;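 note: plate controls were DMSO wells for no effect and EDTA-quenched wells as full inhibition for full effect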
Diaph inh CS: counter-screen for diaphorase-based assays: diaphorase inhibitors and chemical oxidizers | diaphorase resazurin-to-resorufin fluorescence, NADH, 16 min; bacterial (C. kluyveri) enzyme, not human | inhibition, % at 20 µM | 190,000 tested, 0.69% active;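 active = primary screen inhibition at 20 µM above a set limit, cut at about 50% in these data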;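 note: plate controls were DMSO with full reaction for no effect and wells lacking NADH for full effect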
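Assay system: diaphorase enzyme from Clostridium kluyveri. Quantity: enzyme working solution with 0.14 U/mL diaphorase. Schedule: reaction incubation of 16 min at room temperature. Technique: resorufin fluorescence, excitation 544 nm, emission 590 nm. Controls: No-NADH positive control and DMSO neutral control.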
bIAP act: intestinal alkaline phosphatase (bovine) activation | purified bovine IAP, CDP-star luminescence, 30 min; hits give high values; fold of DMSO-control signal, blank-subtracted | activation factor at 20 µM | 200,000 tested, 0.17% active | AID 1016;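 active = activation factor of 2 or more at 20 µM, a signal rise over negative controls twice the positive control's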
TNAP inh no acc: TNAP (human) inhibition, acceptor-free conditions; P05186; purified TNAP, CDP-star luminescence, 30 min; inhibition, % at 20 µM; 200,000 tested, 0.26% active;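 active = tissue-nonspecific alkaline phosphatase inhibition above about 50% at 20 µM in the single-dose screen, limit read from the data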;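 note: 0% = DMSO negative control and 100% = EDTA positive control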
PMI act satM6P: increases human PMI activity with near-saturating mannose 6-phosphate; coupled PMI enzyme assay, resazurin fluorescence, 20 min; hits give high values; 1 = untreated enzyme, 0 = substrate-free blank; P34949; AID 1216; 190,000 tested, 0.34% active; activation factor at 20 µM;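 active = activation factor of 2 or more at 20 µM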
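Test system: human phosphomannose isomerase with PGI, G6PDH, diaphorase coupling enzymes; amount: 15 ng/mL PMI; incubation: enzyme reaction with compound 20 min at room temperature; technique: resorufin fluorescence (Ex 544/Em 590 nm) from resazurin via diaphorase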
* hit, by the source's call; . = not tested or not shown.

SMILES | Diaphorase act | Lmaj promast | bIAP inh | PMI act | TNAP act hi DEA | TNAP inh hiacc | Diaph inh CS | bIAP act | TNAP inh no acc | PMI act satM6P
COc1ccc(NC(=O)c2cc3c(s2)CCC(C)C3)cc1S(=O)(=O)N1CCOCC1 (configuration not stated) | 0.8 | 24 | 7 | 0.8 | 1 | -4 | 16 | 0.9 | 4 | 0.9
Cc1ccc(SCCNC(=O)/C=C/c2ccc(Cl)cc2)cc1 | 1 | 51* | -11 | 1.1 | 1.1 | -6 | 0 | 1.1 | -12 | 1.1
CN1CCN(C(c2cccc(C(F)(F)F)c2)c2nnnn2C(C)(C)C)CC1 (configuration not stated) | 1 | -5 | -2 | 1 | 1 | -3 | -3 | 1 | -3 | 1
Cc1c(N=C/C=C2\N(C)c3ccccc3C2(C)C)c(=O)n(-c2ccccc2)n1C | 0.8 | 10 | 14 | 1 | 1 | 1 | 16 | 0.9 | 3 | 0.9
CCCCCOc1ccc(NS(C)(=O)=O)cc1 | 0.8 | -4 | 9 | 0.9 | 1 | -3 | 16 | 0.9 | -7 | 0.9
COc1ccc(-c2nc3ccccc3n2Cc2ccc(C)cc2)cc1 | 0.7 | 82* | 9 | 0.8 | 1 | -3 | 26 | 0.9 | -12 | 0.8
O=c1c2ccccc2nc(/C=C/c2cccnc2)n1Cc1ccccc1 | 0.9 | 40 | 14 | 0.9 | 1 | -3 | 14 | 0.9 | 5 | 1.1
O=c1[nH]cnc2c([N+](=O)[O-])cccc12 | 1.1 | -4 | 0 | 1 | 0.9 | 9 | -9 | 1 | -7 | 1.1
CCOC(=O)c1c(NC(=O)OC)sc(C(=O)N(CC)CC)c1C | 0.9 | 0 | 4 | 0.9 | 1 | -2 | 8 | 1 | -4 | 1
COc1ccc2nc(/N=C(\N)NC(=O)N3c4ccccc4Sc4ccccc43)nc(C)c2c1 | 0.8 | 13 | 13 | 0.9 | 1 | -4 | 22 | 0.9 | -6 | 0.8
Cc1onc(-c2ccccc2)c1C(=O)Nc1ccc(S(=O)(=O)N2CCCC2)cc1 | . | 6 | 3 | . | 1 | -3 | . | 1 | -8 | .
COc1ccc(OC)c(NC(=O)CN(Cc2ccccc2)S(C)(=O)=O)c1 | 1.1 | 5 | -5 | 1.1 | 1 | -2 | -9 | 1.1 | -8 | 0.9
COc1ccc(-c2csc(NC(=O)c3cccs3)c2C(=O)O)cc1OC | 0.9 | -4 | -13 | 1.2 | 1 | -4 | 8 | 1.1 | -6 | 0.9
Cc1ccc(NC(=O)CN(C)C(=O)c2ccc(Cl)c([N+](=O)[O-])c2)cc1 | 0.9 | -3 | 5 | 1 | 1 | 0 | 14 | 0.9 | -5 | 1.1
CCCN(CCC)CC(O)Cn1cc(/C=C/C(=O)c2ccccc2)c2ccccc21 (configuration not stated) | 0.9 | 69* | 21 | 0.9 | 0.9 | 8 | 9 | 0.8 | 3 | 0.8
Cc1cc(NC(=O)CSc2nnc(-c3ccco3)o2)no1 | 0.8 | -4 | -5 | 1 | 1.1 | -5 | 16 | 1.1 | -4 | 0.9
O=C(COC(=O)/C=C/c1ccco1)NCc1ccc2c(c1)OCO2 | 0.9 | -6 | 1 | 1.1 | 1.1 | -6 | 6 | 1 | -12 | 1.1
CC1(C)CC(=O)C(C=NC2CC(C)(C)NC(C)(C)C2)=C(O)C1 | 0.9 | -3 | 12 | 0.9 | 1 | -3 | 15 | 0.9 | -8 | 0.9
Cc1sc(NC(=O)CSc2nnc(C(C)C)n2C)c(C#N)c1C | 0.9 | 0 | 6 | 0.9 | 1 | 2 | 11 | 0.9 | -7 | 0.9
COCCCNc1nc(=S)[nH]c2cc(OC)c(OC)cc12 | 0.9 | 41 | -1 | 1.1 | 1 | -1 | 10 | 1 | -2 | 1.1
CC(C)NC(=O)/C(=N\O)c1ccccc1 | 0.9 | -5 | 2 | 0.9 | 1.1 | -8 | 15 | 1 | -8 | 0.9
Oc1c(Cl)cc(Cl)cc1C=Nc1ccc2c(c1)OCCO2 | 0.7 | -11 | 17 | 0.6 | 1 | -1 | 33 | 0.8 | 1 | 0.8
N#CC1=C(N)NC(SCC(=O)c2ccc(Cl)cc2)=C(C#N)C12CCCC2 | 0.8 | 11 | 39 | 1.2 | 1 | 4 | 17 | 0.6 | 2 | 1.5
CO/N=C/C(C(C)=O)C(=O)Nc1ccc(Cl)cc1Cl (configuration not stated) | 0.8 | -2 | -14 | 1.2 | 1 | -3 | 16 | 1.1 | -4 | 1.2
CC(C)COC(=O)c1ccc(N2C(=O)c3ccccc3C2=O)cc1 | 0.8 | -7 | 11 | 1.1 | 1.1 | -6 | 20 | 0.9 | -12 | 1

The list continues.
SMILES | Diaphorase act | Lmaj promast | bIAP inh | PMI act | TNAP act hi DEA | TNAP inh hiacc | Diaph inh CS | bIAP act | TNAP inh no acc | PMI act satM6P
C/C(CC(=O)Nc1ccc(Cl)c(C(F)(F)F)c1)=N\NC(=O)c1cccc(O)c1 | 0.9 | 16 | 45 | 0.9 | 1 | 0 | 6 | 0.6 | -30 | 0.9
O=C(N/N=C\c1ccccc1OCc1ccccc1)c1ccco1 | 0.9 | 14 | 19 | 0.8 | 1 | 1 | 10 | 0.8 | -4 | 0.9
O=C(COc1ccc(Cl)cc1Cl)NC(=O)N1CCOCC1 | 0.9 | 0 | 3 | 1 | 1 | 0 | 9 | 1 | -8 | 0.9
CCCc1ccc(-c2cc(C(=O)N/N=C/c3ccc([N+](=O)[O-])o3)c3ccccc3n2)cc1 | 0.9 | 100* | 13 | 1.4 | 1 | 3 | 13 | 0.9 | -2 | 1.4
CCOC(=O)N1CCC(NC(=O)Cn2ncc3c4ccccc4n(C)c3c2=O)CC1 | 0.9 | 1 | 4 | 1 | 1 | 1 | 10 | 1 | -17 | 1
Cc1cc(C(=O)COC(=O)c2ccc[nH]c2=O)c(C)n1-c1ccc(Br)cc1 | 0.8 | 8 | 5 | 0.7 | 1 | 1 | 17 | 0.9 | -8 | 0.7
CN(Cc1cnccn1)C(=O)CC1C(=O)NCCN1Cc1cccc(Oc2ccccc2)c1 (configuration not stated) | 0.8 | -8 | 2 | 1 | 1.1 | -8 | 15 | 1 | -2 | 0.8
O=C(Nc1cccc(O)c1)c1ccc(C(=O)c2ccccc2)o1 | 1 | 27 | -2 | 1 | 1 | -2 | -3 | 1 | -3 | 1
O=C1c2ccccc2NC(c2cccc(O)c2)N1NS(=O)(=O)c1ccccc1 (configuration not stated) | 0.9 | 5 | -7 | 1 | 1 | 2 | 7 | 1.1 | -7 | 0.9
COc1ccc(NCc2nnc(SCC(=O)NCc3ccco3)n2-c2ccccc2OC)cc1 | 0.9 | 1 | 5 | 1 | 1 | 3 | 8 | 0.9 | -9 | 1
COCCN(C(=S)Nc1c(C)cccc1C)C(C)c1cccnc1 (configuration not stated) | 0.8 | 27 | 10 | 0.8 | 1 | 0 | 15 | 0.9 | -19 | 0.9
COC(=O)COc1ccc2c(-c3cccc([N+](=O)[O-])c3)cc(=O)oc2c1 | 1 | -4 | -40 | 1 | 1 | -2 | -1 | 1.4 | -3 | 0.9
CCOc1ccc(OCC)c(NC(=O)C2CCN(S(=O)(=O)c3cnc[nH]3)CC2)c1 | 0.9 | -1 | -21 | 0.8 | 1 | 0 | 13 | 1.2 | -3 | 0.8
CNCc1nc2ccccc2[nH]1 | 1.2 | -5 | -10 | 1.3 | 1.1 | -9 | -21 | 1.1 | -8 | 1.2
Cc1ccnc2nc(C(=O)OCC(=O)NCCc3ccccc3)nn12 | 1 | -9 | 4 | 1 | 1 | 0 | -2 | 1 | -56 | 1.1
O=C(Cc1cccs1)N/N=C/c1ccco1 | 0.9 | -5 | 10 | 0.8 | 1 | -4 | 14 | 0.9 | -11 | 0.9
O=C(CC1Sc2ccccc2NC1=O)OCc1cc(=O)oc2cc(O)ccc12 (configuration not stated) | 0.7 | 30 | 14 | 0.9 | 1.1 | -6 | 30 | 0.9 | -10 | 0.8
CCCOc1ccc(OCCn2nc(C(=O)O)c3ccccc3c2=O)cc1 | 0.9 | -1 | 1 | 0.9 | 1 | 2 | 11 | 1 | -9 | 1
Cc1ccc(S(=O)(=O)NC2(C(F)(F)F)C(=O)Nc3c2c(=O)n(C)c(=O)n3C)cc1 (configuration not stated) | 0.9 | 1 | 2 | 1 | 1 | -3 | 10 | 1 | -6 | 1
CCCC(=O)C1=C(O)C(C(=O)OC)C(C)(C)CC1=NCCc1ccc(OC)c(OC)c1 (configuration not stated) | 0.8 | -1 | -16 | 0.9 | 1 | 1 | 15 | 1.2 | -1 | 0.9
CC(C)CN(C(=O)CN1CCc2ccccc21)c1c(N)n(CC(C)C)c(=O)[nH]c1=O | 1 | -3 | -14 | 1 | 1 | -2 | 4 | 1.1 | -4 | 1
COc1ccc(/C=N/NC(=O)c2ccc(=O)[nH]n2)cc1OC | 0.8 | 0 | -57 | 0.9 | 1 | -3 | 25 | 1.6 | -41 | 0.9
CCOc1ccc(CCNS(=O)(=O)c2cccc3nsnc23)cc1OCC | 0.9 | -7 | -3 | 0.9 | 1 | 2 | 10 | 1 | -1 | 0.9
CC(C)c1ccc(NC(=O)COC(=O)c2c[nH]c(=O)[nH]c2=O)cc1 | 0.9 | 29 | 2 | 1 | 1 | -2 | 14 | 1 | -13 | 1.1
Cc1cc(C)nc(NC2=NCC(=O)N2c2ccc3c(c2)OCCO3)n1 | 0.8 | -1 | -25 | 0.9 | 1 | -3 | 19 | 1.2 | -19 | 0.8
CCc1cc2c(=O)c(-c3nc4ccccc4n3C)c(C(C)C)oc2c(CN2CCN(C)CC2)c1O | 0.9 | -3 | 25 | 0.9 | 1 | -4 | 14 | 0.7 | -10 | 0.9

Sorted by number of heavy atoms (lowest first): part of the list above.
SMILES | Diaphorase act | Lmaj promast | bIAP inh | PMI act | TNAP act hi DEA | TNAP inh hiacc | Diaph inh CS | bIAP act | TNAP inh no acc | PMI act satM6P
O=C(Nc1cccc(O)c1)c1ccc(C(=O)c2ccccc2)o1 | 1 | 27 | -2 | 1 | 1 | -2 | -3 | 1 | -3 | 1
CC(C)c1ccc(NC(=O)COC(=O)c2c[nH]c(=O)[nH]c2=O)cc1 | 0.9 | 29 | 2 | 1 | 1 | -2 | 14 | 1 | -13 | 1.1
O=C(CC1Sc2ccccc2NC1=O)OCc1cc(=O)oc2cc(O)ccc12 (configuration not stated) | 0.7 | 30 | 14 | 0.9 | 1.1 | -6 | 30 | 0.9 | -10 | 0.8
CC(C)CN(C(=O)CN1CCc2ccccc21)c1c(N)n(CC(C)C)c(=O)[nH]c1=O | 1 | -3 | -14 | 1 | 1 | -2 | 4 | 1.1 | -4 | 1
